Bioassay records deposited in PubChem BioAssay by NCI.
yeast sgs1 mgt1: NCI yeast anticancer drug screen, S. cerevisiae sgs1 mgt1 strain; % growth inhibition at 50 µM; actives 10% (n = 78,000); AID 161;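 also: 0% = growth of vehicle-only cultures of the same strain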
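Percent growth inhibition was derived by comparing compound-exposed mutant yeast with vehicle-exposed cultures. The strain carries alterations in DNA damage repair.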
cln2 rad14: NCI yeast anticancer drug screen, S. cerevisiae cln2 rad14 strain. growth inhibition, % at 50 µM. actives 8.3% (n = 78,000);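 also: 0% = growth of vehicle-only cultures of the same strain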
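Yeast carrying cln2 and rad14 alterations (cell cycle control and DNA damage repair) were exposed to compounds. Growth inhibition was measured against vehicle-treated controls.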
yeast mec2-1: NCI yeast anticancer drug screen, S. cerevisiae mec2-1 strain; AID 157; % growth inhibition at 50 µM; actives 9% (n = 79,000);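 also: 0% = growth of vehicle-only cultures of the same strain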
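Using mec2-1 yeast: add compound, measure growth, express inhibition versus vehicle-treated cultures.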
bub3: NCI yeast anticancer drug screen, S. cerevisiae bub3 mutant strain. % growth inhibition at 50 µM. actives 9.9% (n = 78,000). AID 167;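 also: 0% = growth of vehicle-only cultures of the same strain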
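Screening used yeast with an engineered genetic alteration affecting cell cycle control. Compound-exposed cultures were compared with vehicle cultures, and reduced growth was taken as inhibition.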
yeast rad50: NCI yeast anticancer drug screen, S. cerevisiae rad50 strain; % growth inhibition at 50 µM; actives 10% (n = 79,000);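 also: 0% = growth of vehicle-only cultures of the same strain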
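Compounds were tested on a yeast strain with an engineered DNA damage repair alteration; the reported value is growth inhibition normalised to vehicle treatment.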
yeast mlh1 rad18: NCI yeast anticancer drug screen, S. cerevisiae mlh1 rad18 strain; % growth inhibition at 50 µM; actives 11% (n = 79,000); AID 175;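 also: 0% = growth of vehicle-only cultures of the same strain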
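Read-out is yeast growth inhibition, calculated against vehicle-only controls. The compound was applied to a strain engineered with DNA damage repair alterations.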
* marks the source's active call; other numbers are inactive results; . = not tested or not shown; & = joins results of further samples. Rule as the data show it: active = growth inhibition above about 70%; inactive = the rest.

Fields: yeast mlh1 rad18, yeast sgs1 mgt1, bub3, yeast mec2-1, cln2 rad14, yeast rad50
> CC(=O)CC(=O)NCCCc1ccccc1
 : -12, -22, -7, -33, 4, -19
> CC(=O)CC(=O)N1CCSC1=S
 : -14, -34, -32, -12, -25, -19
> O=[N+]([O-])c1ccc(I)cc1I
 : 3, 2, 4, 9, -1, 6
> NNC(=O)N/N=C1\CNC(=O)C(=O)C1c1nc2ccccc2s1 (stereo not given)
 : 32, 7, 20, 3, -15, 25
> O=c1ccc2ccc(O)c(O)c2o1
 : 2, 13, 31, -5, 18, -11
> C=CCOc1c(C)cc(C)cc1C
 : -7, -6, -15, -17, -16, 5
> NC1=Nc2ccccc2Sc2nccn21
 : -9, 3, 14, -60, -15, -31
> CCN(CC)CC(O)c1cccc2cc(Cl)ccc12 (stereo not given)
 : -14, 28, -3, -9, -15, -3
> CCOC(=O)C(C#N)C1=CC(=O)C(=O)c2ccc(OC)cc21 (stereo not given)
 : 9, -6, -10, 11, 28, 14
> Cc1ccc(NC(=O)C(Cl)Cl)cc1
 : 6, 11, -4, -3, -9, 6
> C/C(=N\Nc1ccccn1)c1ccccn1
 : 98*, 99*, 50, 99*, 97*, 99*
> COC(=O)c1cc(O)ccc1O
 : -4, 9, -16, -1, -4, -11
> COC(=O)[C@H](Cc1c[nH]c2ccccc12)NP(=O)(OCCC#N)OCC1OC(n2cc(C)c(=O)[nH]c2=O)CC1N=[N+]=[N-] (stereo not given in full)
 : -65, -23, -31, -33, -13, -14
> Cc1cc2c(=O)[nH]c(=S)[nH]c2cn1
 : -4, -11, 7, 7, 0, 8
> CS(=O)(=O)C(c1nc2n(c1O)/C(=N/C(=O)Nc1ccc(Cl)cc1)N=N2)c1nc2n(c1O)/C(=N/C(=O)Nc1ccc(Cl)cc1)N=N2
 : -1, -8, 1, 4, -16, -15
> O=C(O)c1ccc(S(=O)(=O)c2ccccc2)cc1
 : 27&-4, -10&-4, 9&12, -14&-11, -28&-33, 29&-6
> CCN(/N=C1\CC2C=CCN(C2)C(=O)Cc2c1[nH]c1ccccc21)S(=O)(=O)c1ccc(C)cc1 (stereo not given)
 : 19, 39, 20, 12, 24, 31
> O=C(c1ccc2c(c1)C(=O)OC2=O)c1ccc2c(c1)C(=O)OC2=O
 : -30, -18, -28, -40, 6, -22
> Nc1cccc2c(S(=O)(=O)O)cccc12
 : 1, -12, 0, -3, -67, -3
> O=C1c2ccccc2-c2cc(S)c([N+](=O)[O-])cc21
 : 18, 37, 9, 18, 21, 9
> CC(=O)N(C)c1cccc2cccc(S(=O)(=O)O)c12
 : -15, -17, -2, -19, -59, -18
> CN(C)CCCNC(=O)N/N=C/c1ccc(O)cc1
 : -25, 7, 2, -25, 18, -10
> C[Si](C)(CCl)O[Si](C)(C)CCl
 : 27, 21, 7, -19, 6, 13
> CCCCCSC
 : 29, 11, 8, -12, 10, 21
> S=C(Nc1ccc(I)cc1)SCc1ccc2c(c1)OCO2
 : 24, 26, -4, 14, 32, 32
> CCCNc1nnnn1CCC
 : 0, 0, 11, 5, 4, 3
> CCCCCCCC(=O)NS(=O)(=O)c1ccccc1
 : 40, 28, 37, 21, 52, 32
> O=c1[nH][nH]c(=O)c2cnccc12
 : 14&9, 8&-2, 10&-19, 11&-6, 25&-19, 17&14
> CN(C)CNc1ncnc2onc(-c3ccccc3)c12
 : -4, 14, -6, 14, 12, 10
> CC1(C)C=CN(c2ccc(Cl)cc2)C(=O)O1
 : -4, -19, -9, -13, -51, 4
> COc1cccc(S(=O)(=O)c2c(C)cc(C)cc2C)c1
 : -13, -13, 1, -13, -42, -13
> CNc1nc(Cl)cc2onc(C)c12
 : -2, -8, -13, -7, -9, -34
> Cc1nc2ccc(Cl)cc2c2c1CCS2
 : -51, -3, -23, -17, -18, -19
> CCCCCCCCCCCCCCCCCCN=C=O
 : -39, -18, -32, -46, -11, -24
> C/C([O-])=C1\Cc2ccccc2C1=O.C/C([O-])=C1\Cc2ccccc2C1=O.CC[O-].CC[O-].[Ti+4]
 : 91*, 92*, 89*, 89*, 81*, 89*
> Cc1nn(C(N)=S)c(C)c1N=Nc1ccccc1[N+](=O)[O-]
 : 19, 41, 2, 0, -57, 38
> O=[N+]([O-])c1ccc(N=[N+]([O-])c2ccc([N+](=O)[O-])cc2)cc1
 : 67, 28, 46, 33, -39, 38
> CN(C)NC(=S)Nc1ccccc1
 : -6, -12, -2, -1, -36, -5
> Cc1c[n+]([O-])n(-c2ccccc2)n1
 : -5, 1, 12, -5, -39, 5
> CCCCN1C(=O)c2ccccc2S1(=O)=O
 : -9, -12, -9, -12, -25, -5
> O=C1NC(=O)c2c1c1cnn(-c3ccccc3)c1n1cccc21
 : 18, 25, 1, 4, -67, 15
> COC1(OC)C(=S)N(C(C)C)C(=S)N1C(C)C
 : -2, -11, -1, -8, -5, -11
> CCO/C=C/C(C)C1(C(=O)OCC)CCCCC1=O (stereo not given)
 : -34, -39, -35, -32, -12, -10
> O=CNC(Cc1ccc(O)cc1)C(=O)O (stereo not given)
 : -8, ., ., -30, ., 4
> c1ccc(CC2CO2)cc1 (stereo not given)
 : -8, -1, 0, -18, -15, -3
> CCc1c([N+](=O)[O-])c2cc([N+](=O)[O-])ccc2n1C
 : 9, -8, 3, 9, -2, 3
> Cc1cc(N(CCC#N)CCC#N)ccc1N=Nc1cccc(Cl)c1
 : -5, -1, -24, -18, 5, -24
> O=C(/C=C/c1ccsc1)c1ccc(Cl)cc1
 : -34, -34, -14, -67, 6, -37
> O=S(=O)(O)c1ccc(O)c(O)c1
 : 7, 3, 21, -30, 22, 17
> COc1cc(C2C(C(C)=O)=C(C)Oc3cc4c(cc32)OCO4)cc(OC)c1OC (stereo not given)
 : -3, -7, 27, -5, -4, 2
> O=C(O)C(Nc1ccccc1)c1ccccc1 (stereo not given)
 : -7, 9, 5, 4, -22, 13
> Cc1cc(C)cc(Sc2c([N+](=O)[O-])ncn2C)c1
 : 40, -17, 29, 19, 21, 8
> O=c1cc(CBr)c2ccc(O)cc2o1
 : -44, -24, -18, 3, 8, -34
> COc1cc2c(cc1OC)C(C#N)(CC#Cc1ccccc1)N(C(=O)c1ccccc1)C=C2 (stereo not given)
 : 15, -3, 25, -14, 10, 12
> NC(CC(=O)O)CC(=O)O
 : 18, 2, 6, 3, 15, 13
> CC(C)Cc1c(C#N)c(C#N)c(N)n1Cc1ccccc1
 : -36, -29, -22, 11, -12, 3
> [Cu+2].[NH-]C(Cc1ccc(O)cc1)C(=O)O.[NH-]C(Cc1ccc(O)cc1)C(=O)O (stereo not given)
 : 5, -13, 2, 2, 15, 13
> O=C(NC1CCCCC1)/C(=C\c1ccc(/C=C(/NC(=O)c2ccccc2)C(=O)NC2CCCCC2)cc1)NC(=O)c1ccccc1
 : -21, 10, -23, -27, -35, -10
> COC(=O)c1cc(-c2ccc(Cl)cc2)n2c(N)nnc2n1
 : 18, 36, 4, 18, -4, 21
> COC1/C=C\OC2(C)Oc3c(C)c(O)c4c(O)c(c5[nH]c(-c6ccccc6)nc5c4c3C2=O)NC(=O)/C(C)=C\C=C\C(C)C(O)C(C)C(O)C(C)C(OC(C)=O)C1C (stereo not given)
 : 90*, 92*, 89*, 91*, 89*, 88*

Additional records
Fields: yeast mlh1 rad18, yeast sgs1 mgt1, bub3, yeast mec2-1, cln2 rad14, yeast rad50
> OC(C/C=C/c1ccccc1)(c1ccccc1)c1ccccc1
 : 98*, 98*, 98*, 99*, 98*, 98*
> CCNCCNc1cc(O)c2c(c1O)C(=O)c1ccccc1C2=O
 : 92*, 84*, 79*, 85*, 68, 87*
> O=C1OC(/C=C/c2ccccc2)=NC/1=C\c1cccc([N+](=O)[O-])c1
 : 26, 35, 6, 7, 18, 28
> O=C(OC1CC2CCC1C2)C1CC2CCC1C2 (stereo not given)
 : -16, -24, -26, -14, -11, 4
> O=c1[nH]cnc2c1ncn2C1CCC(CO)O1 (stereo not given)
 : -9, 11, 2, 15, 0, -11
> Cc1cccc(NC(=O)Oc2ccc(Cl)c3cccnc23)c1
 : 89*, 92*, 85*, 89*, 90*, 88*
> CCOC(=O)Nc1ccc(C(=O)OCC)cc1
 : 14, 8, -16, -15, 8, 30
> O=C(c1ccccc1)c1ccc2ccc(F)cc2c1
 : -2, -15, -8, -21, -19, -17
> CC/C(=N/NC(N)=O)c1cccc(OC)c1OC
 : -9, 9, 33, 14, 0, 11
> O=C1CSC(=S)N1c1ccc(I)cc1
 : 99*, 99*, 99*, 99*, 84*, 99*
> CC(C)(O)C(c1ccccc1)S(=O)(=O)O (stereo not given)
 : 48, 0, 0, -19, -27, -2
> CC(C)C(NC(=O)CNC(=O)C1CCCN1C(=O)C(NC(=O)OC(C)(C)C)C(C)C)C(=O)NCC(=O)OCc1ccccc1 (stereo not given)
 : -25, -22, -33, -25, -26, -17
> CC1=NN(C(=O)c2ccc(Cl)cc2)C(=O)/C1=C/c1ccco1
 : -24, -23, -3, -29, 9, -9
> O=C1OCC2=C1C(c1ccc3c(c1)OCO3)c1cc3c(cc1O2)OCO3 (stereo not given)
 : -17, -39, -9, -11, 5, -7
> CCOC(=O)C(CC(=O)OC)NC(=O)C(CC(=O)OC)NC(=O)C(CC(=O)OC)NC(=O)C(CC(=O)OC)NC(=O)OCc1ccccc1 (stereo not given)
 : -13, -30, -23, -25, 8, -29
> CC(C)(CC(=O)NNc1ccccc1)C(=O)O
 : 86*, 72*, 89*, 20, 79*, 58
> O=C(Cc1cc2c(cc1[N+](=O)[O-])OCO2)c1c[nH]c2ccc(Br)cc12
 : 8, 20, -2, -4, 18, 6
> CCOc1ccnc2cc(Cl)ccc12
 : -5, 8, 4, 7, -38, 15
> CNC(=O)C1CCCN1C(=O)C(Cl)Cl (stereo not given)
 : 14, 1, -11, -11, -22, -2
> Cc1ccc(NC(=O)Oc2ccc(C(C)(C)C)cc2)cc1NC(=O)Oc1ccc(C(C)(C)C)cc1
 : -19, -6, 11, -29, -5, -14
> OC(CI)C1OCOC(CI)C1O (stereo not given)
 : 16, 11, -4, 4, -26, -12
> CC(=O)OCC1OC(Sc2ccccc2)C(OC(C)=O)C(OC(C)=O)C1OC(C)=O (stereo not given)
 : -6, -4, -1, -12, -70, -15
> CCOC(=O)Nc1ccc2c(c1Cl)C(=O)c1ccccc1C2=O
 : -16, 0, 14, -18, 6, -7
> NNc1nnc(Cl)c2c1ncn2Cc1ccccc1
 : 21, 23, 3, -7, -21, -17
> COC1OC(C)C(NC(=O)OCC(Cl)(Cl)Cl)C2OC(C)(C)OC12 (stereo not given)
 : -7, -28, -11, -16, -2, 19
> O=C(O)C(Br)C(Br)C(=O)Nc1cccc(Cl)c1 (stereo not given)
 : 20, 21, 6, -47, -28, 0
> CC(=O)OCc1ncccc1OC(C)=O
 : -4, -9, -4, -16, 10, -5

Whole records, quoted from the list. Values in the order: yeast mlh1 rad18 | yeast sgs1 mgt1 | bub3 | yeast mec2-1 | cln2 rad14 | yeast rad50
Listed for O=c1[nH]cnc2c1ncn2C1CCC(CO)O1 (stereo not given) → -9 | 11 | 2 | 15 | 0 | -11
Listed for S=C(Nc1ccc(I)cc1)SCc1ccc2c(c1)OCO2 → 24 | 26 | -4 | 14 | 32 | 32
Listed for CCCCN1C(=O)c2ccccc2S1(=O)=O → -9 | -12 | -9 | -12 | -25 | -5

Only yeast rad50, for 4 of the compounds above:
structure	yeast rad50
CC(C)(O)C(c1ccccc1)S(=O)(=O)O (stereo not given)	-2
CC1=NN(C(=O)c2ccc(Cl)cc2)C(=O)/C1=C/c1ccco1	-9
OC(CI)C1OCOC(CI)C1O (stereo not given)	-12
CC/C(=N/NC(N)=O)c1cccc(OC)c1OC	11

Rows are unselected, and some 14% of all compounds hit somewhere here.
